TLR4 MyD88 comp = blocks binding of human TLR4 to MyD88; HeLa CL3-4 TLR4/MyD88 BLA complementation, FRET ratio; O00206+Q99836; inhibition, % at 8.4 µM; 200,000 tested, 0.18% active; in the data active = inhibition above about 25%;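 note: 0% = vehicle and 100% = reference inhibitor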
Target sequence (O00206 whole entry, looked up): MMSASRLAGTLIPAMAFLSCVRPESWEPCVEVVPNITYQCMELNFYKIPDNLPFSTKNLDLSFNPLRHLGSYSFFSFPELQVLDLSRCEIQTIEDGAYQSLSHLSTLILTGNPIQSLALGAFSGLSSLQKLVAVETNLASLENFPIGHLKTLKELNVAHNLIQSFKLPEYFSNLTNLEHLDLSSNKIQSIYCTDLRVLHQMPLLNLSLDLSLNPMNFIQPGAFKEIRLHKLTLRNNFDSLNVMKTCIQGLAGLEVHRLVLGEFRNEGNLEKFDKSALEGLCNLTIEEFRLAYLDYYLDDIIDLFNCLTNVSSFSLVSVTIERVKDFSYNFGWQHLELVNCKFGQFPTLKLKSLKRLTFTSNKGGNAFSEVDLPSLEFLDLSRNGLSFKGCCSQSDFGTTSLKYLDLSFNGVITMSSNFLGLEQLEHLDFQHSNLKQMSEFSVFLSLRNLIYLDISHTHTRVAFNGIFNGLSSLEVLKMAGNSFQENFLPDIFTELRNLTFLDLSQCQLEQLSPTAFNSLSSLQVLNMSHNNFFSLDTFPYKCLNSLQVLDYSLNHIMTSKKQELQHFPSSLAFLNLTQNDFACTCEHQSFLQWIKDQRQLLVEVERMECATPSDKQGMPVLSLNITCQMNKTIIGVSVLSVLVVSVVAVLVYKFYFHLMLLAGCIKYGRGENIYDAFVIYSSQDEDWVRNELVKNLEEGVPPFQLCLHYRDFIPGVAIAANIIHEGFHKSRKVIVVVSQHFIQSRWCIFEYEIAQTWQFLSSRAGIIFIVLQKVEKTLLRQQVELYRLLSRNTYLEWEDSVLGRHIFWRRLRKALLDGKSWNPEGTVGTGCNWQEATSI
Target sequence (Q99836 whole entry, looked up): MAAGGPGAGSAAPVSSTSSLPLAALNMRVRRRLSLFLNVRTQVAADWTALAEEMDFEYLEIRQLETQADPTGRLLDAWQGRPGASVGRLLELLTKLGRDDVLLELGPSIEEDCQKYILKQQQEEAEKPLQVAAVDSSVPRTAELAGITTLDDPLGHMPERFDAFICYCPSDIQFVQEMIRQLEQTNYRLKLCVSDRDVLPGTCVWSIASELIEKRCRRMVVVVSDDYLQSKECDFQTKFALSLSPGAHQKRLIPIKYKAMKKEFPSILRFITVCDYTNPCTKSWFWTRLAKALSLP
Diaphorase act = diaphorase activation or chemical reduction counter-screen. Diaphorase/resazurin coupled assay, resorufin fluorescence, 16 min; active compounds read high; 1 = vehicle wells, 0 = NADH-free wells. activation factor at 20 µM. 190,000 tested, 0.005% active;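 active = diaphorase activity raised at least twofold by the compound at 20 µM; inactive = activation factor below 2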
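System – purified diaphorase enzyme from Clostridium kluyveri · Input – enzyme 0.07 U/mL final · Also added – final NADH 0.114 mM, resazurin 0.1 mM · Measured by – fluorescence of resorufin, 544 nm excitation, 590 nm emission · Timing – 16 min enzyme reaction, ambient temperature · Measure – resorufin increase flagging diaphorase activators or reducers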
STAT1 activator = increases IFN-gamma driven STAT1 reporter signal | NIH 3T3 STAT1-luciferase reporter, luminescence; 100% = IFN-gamma alone, no compound | 200,000 tested, 2.6% active | activation (% of control), % at 5.5 µM;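 active = activation above the screen-wide mean activation plus 3 SD, cut at about 130% in these data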;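 note: raw ratio to IFN-gamma control signal so 100% means no change and 0% no light; values of inactives mirror those of a sister screen read the other way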
STAT1 inh = reduces IFN-gamma driven STAT1 reporter signal. NIH 3T3 STAT1-luciferase reporter, luminescence. inhibition, % at 5.5 µM. 200,000 tested, 0.35% active;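 active = inhibition above a set limit, the mean inhibition across all tested compounds plus 3 SD, cut at about 34% in these data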;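 note: 0% = IFN-gamma with DMSO and 100% = IFN-gamma with 300 µM nifuroxazide; values of inactives mirror those of a sister screen read the other way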
Hsp70 act = transcriptional activators of Hsp70; HeLa Hsp70 promoter luciferase reporter, luminescence; scaled: vehicle 0, proteasome-inhibitor control 100%; activation, % at 10 µM; 200,000 tested, 0.04% active; AID 1203;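 active = activation above the mean across all tested compounds plus 3 SD, cutoff set per campaign, cut at about 5.5% in these data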;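 note: 100% = MG132 at 30 µM as the positive control and 0% = DMSO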
G6PDH counter = L. mesenteroides G6PDH inhibition counter-screen | Purified L. mesenteroides G6PDH, diaphorase/resazurin coupled fluorescence, 45 min | inhibition, % at 5 µM | 200,000 tested, 0.12% active | AID 1020; in the data active = inhibition above about 50%
APP 5UTR inh = APP translation inhibition. SH-SY5Y APP 5'UTR-luciferase reporter, luminescence. inhibition, % at 2 µM. 190,000 tested, 0.82% active. AID 1285;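 active = inhibition above a set limit, derived from the sample mean plus 3 SD, cut at about 45% in these data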; note: values of inactives mirror those of a sister screen read the other way
Diaphorase inh = diaphorase inhibition or chemical oxidation counter-screen. diaphorase resazurin-to-resorufin fluorescence, NADH, 16 min; bacterial (C. kluyveri) enzyme, not human. inhibition, % at 20 µM. 190,000 tested, 0.69% active. AID 1217;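 active = primary screen inhibition at 20 µM above a set limit, cut at about 50% in these data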;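 note: plate controls were DMSO with full reaction for no effect and wells lacking NADH for full effect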
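Assay system: diaphorase enzyme from Clostridium kluyveri. Quantity: enzyme working solution with 0.14 U/mL diaphorase. Schedule: reaction incubation of 16 min at room temperature. Technique: resorufin fluorescence, excitation 544 nm, emission 590 nm. Controls: No-NADH positive control and DMSO neutral control.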
STAT3 act = STAT3 signaling activation; U3A cells, IL-6 STAT3-luciferase reporter, luminescence; 100% = signal with IL-6 EC80 alone; activation (% of control), % at 5.6 µM; 190,000 tested, 0.91% active;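 active = activation above the screen-wide mean of compound activation plus 3 SD, cut at about 130% in these data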;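 note: 0% = background luminescence of wells with medium and substrate only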
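Detection: reporter luminescence signal / Assay system: STAT1-lacking human U3A cells, STAT3 luciferase reporter / Incubation: compound pre-incubation 1 h before IL-6, then 6 h stimulation at 37 °C / Control set: IL-6-only high control / Read-out: % activation relative to IL-6 control / Probe or stimulus: Interleukin-6, 33 ng/mL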
STAT3 inh = STAT3 signaling inhibition | U3A cells, IL-6 STAT3-luciferase reporter, luminescence; host cell line lacks STAT1 | 190,000 tested, 0.89% active | inhibition, % at 5.5 µM;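 active = inhibition above the mean inhibition across all screened compounds plus 3 SD, cut at about 44% in these data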;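 note: 0% = DMSO only wells and 100% = 100 µM nifuroxazide control wells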
* hit, by the source's call; . = no result given.

SMILES	TLR4 MyD88 comp	Diaphorase act	STAT1 activator	STAT1 inh	Hsp70 act	G6PDH counter	APP 5UTR inh	Diaphorase inh	STAT3 act	STAT3 inh
O=C(COC(=O)c1cc(NS(=O)(=O)c2cccs2)ccc1O)Nc1ccc(F)c(F)c1F	8	0.8	94	5	0.2	5	-6	23	110	-3
O=C(C1=C[C@@H](c2coc3ccccc3c2=O)C[C@@H](OCCCCO)O1)N1CCN(Cc2ccc3c(c2)OCO3)CC1	5	0.8	105	-4	0.5	2	15	23	.	.
Cc1nn(C)c(Cl)c1CN1CCCC(CCC(=O)NCc2ccccc2F)C1 (centres undefined)	3	1	94	5	-0.2	9	-1	5	103	0
Cc1cc(C)nc(SCc2cc(=O)c(OC(=O)c3ccc(S(=O)(=O)N(C)C)cc3)co2)n1	0	1	92	9	-0.2	-9	-2	-2	97	8
COc1ccc2c(c1)N(S(=O)(=O)c1ccccc1)CCC2=O	-7	1	94	7	-0.3	8	-8	4	92	13
CCc1cccc(CC)c1NC(=O)COC(=O)CC1c2ccccc2CCN1S(=O)(=O)c1ccccc1 (centres undefined)	4	0.7	92	9	-0.3	-8	-17	27	98	2
C(=C\c1ccccc1)/CSc1nnc(-c2ccccn2)n1Cc1ccco1	-10	0.8	81	11	0.3	-37	18	21	101	1
COc1cccc(/C=N/Nc2ncnc3scc(-c4ccccc4)c23)c1OC	-3	0.9	102	-2	-0.3	0	7	14	79	30
COc1cccc(C(=O)CSc2nnnn2C)c1	-1	0.9	103	-3	-0.1	8	0	11	107	-5
Cc1cc(C)nc(NS(=O)(=O)c2ccc(Br)s2)c1	-17	0.8	92	9	0.0	26	-3	16	103	1
COc1ccccc1C1CC(c2ccc(NS(C)(=O)=O)cc2)=NN1C(=O)c1ccccc1 (centres undefined)	-5	0.8	101	-3	-0.2	13	-18	24	101	2
CCOc1cc(/C=N/NC(=O)COc2ccc(Cl)cc2)ccc1OS(=O)(=O)c1ccccc1	9	0.9	103	-3	-0.3	18	-8	9	94	11
N#CC1=C(SCc2ccccc2)NC(=O)CC1c1ccccc1 (centres undefined)	-3	1	103	2	-0.2	3	6	-2	95	9
COc1ccc(-n2cnc3scc(-c4ccc(OC)c(OC)c4)c3c2=O)cc1	6	0.8	106	-7	0.3	19	-5	15	96	10
Nc1cccc(C2=Nc3cccc4cccc(c34)N2)c1	6	0.9	99	1	-0.1	-10	4	11	147*	-63
COc1ccccc1N1C(=O)CC(N2CCc3ccccc32)C1=O (centres undefined)	-11	1	104	-4	0.5	5	-13	4	103	1
NS(=O)(=O)c1cccc(NC(=S)NCc2ccc3c(c2)OCO3)c1	-2	0.9	100	1	-0.2	15	7	6	103	5
Cc1c(C=NCCOCc2ccccc2)cnn1C	2	0.9	102	-3	-0.3	-5	1	7	106	-2
CC1(C)CC(O)CC(C)(C)N1CC(O)COCCOc1ccc(Br)cc1 (centres undefined)	14	0.9	98	3	-0.1	11	3	12	103	1
CC(C)(C)NC(=S)NCc1ccncc1	-4	0.9	93	6	-0.5	2	-24	8	97	9
CCN(C(N)=S)c1ccccc1	-11	0.9	104	-5	-0.3	3	4	12	97	9
CC(=O)n1cc(/C=C2/N=C(c3ccccc3)OC2=O)c2ccccc21	-5	0.8	97	4	-0.5	10	-12	20	114	-9
COc1cc(C(=S)N2CCCC2)cc(Cl)c1OCC(=O)Nc1ccc(C)cc1C	-8	0.8	94	9	-0.2	5	14	22	92	8
OC1CCCN(Cc2ccc3ccc4cccc5ccc2c3c45)C1 (centres undefined)	5	1	103	-3	0.0	9	-10	4	106	-2
S=C(NC1CCCCC1)N1CCN(C/C=C/c2ccccc2)CC1	4	1	90	10	-0.3	12	5	-1	77	29

(more compounds)
SMILES	TLR4 MyD88 comp	Diaphorase act	STAT1 activator	STAT1 inh	Hsp70 act	G6PDH counter	APP 5UTR inh	Diaphorase inh	STAT3 act	STAT3 inh
Cc1ccc(CNC(=O)CO/N=C/c2ccc3c(c2)OCO3)cc1	-3	1	102	0	-0.5	-2	0	-4	105	-8
CCOC(=O)C1=C(C)NC(=O)NC1c1ccc(Br)o1 (centres undefined)	1	1	93	8	-0.2	7	4	-1	104	-4
CN(C)S(=O)(=O)c1ccc(N2CCCC2)c(C(=O)Nc2nc3c(ccc4ccccc43)s2)c1	-12	0.9	115	-16	0.1	0	-10	12	112	-15
Cc1cccc(NC(=O)CSc2c3c(nc4ccccc24)CCC3)n1	-8	0.9	84	17	-0.1	7	-4	12	108	3
c1csc(-c2cnc3ccccc3n2)c1	-6	0.9	129*	-29	0.0	7	-93	6	103	1
COc1ccc(CC(=O)NCc2cccs2)cc1OC	4	1	100	0	-0.3	-4	-15	1	109	-2
CCNC(=O)C1CCCN(c2nc(C)cc(C)n2)C1 (centres undefined)	4	0.9	99	0	-0.2	4	4	5	103	2
Cc1cc(C(=O)OCC(=O)Nc2ccc(F)cc2)c(C)o1	-1	0.9	87	12	0.2	3	10	9	96	5
O=C(c1cc(C2CC2)on1)N1CCN(c2ccccc2)CC1	-4	0.8	98	2	-0.6	8	6	24	96	9
CC(=O)Nc1ccc(C(=O)NCCc2ccccc2)cc1	3	0.9	111	-9	-0.1	9	-28	11	108	-12
Cc1ccc(OCC(=O)NC2=NCCS2)cc1	7	0.9	108	-9	-0.1	4	-8	12	112	-13
O=C(O)c1ccccc1CSC1=NCCS1	-10	1	97	1	-0.2	6	15	0	104	7
CC1=NN(c2ccccc2)C(=O)C1=C(C)C	8	0.9	101	-2	-0.3	9	-3	7	122	-10
Cc1c(C(C)(C)C)c(C=S)n2ccccc12	-4	0.9	88	13	0.1	3	70*	14	97	9
Cc1ccc(NS(=O)(=O)c2cc(NC(=O)c3ccc4c(c3)NC(=O)CS4)ccc2Cl)c(C)c1	14	0.9	106	-8	-0.3	9	0	11	106	-2
O=C(NCC1CCCO1)c1ccc2c(=O)n(CCc3ccccc3)c(=O)[nH]c2c1 (centres undefined)	8	0.9	108	-9	-0.2	3	-7	7	91	16
CCC(C)c1ccc(S(=O)(=O)N2CC(=O)Nc3ccccc32)cc1 (centres undefined)	0	0.8	108	-8	-0.1	6	-13	22	96	6
COc1ccc(CC(=O)Nc2c3c(nn2-c2cccc(C)c2C)CS(=O)C3)cc1OC (centres undefined)	6	0.9	97	4	-0.2	3	3	6	105	-3
Cc1sc2nc(SCC(=O)NCCOCCO)n(C)c(=O)c2c1C	7	0.8	94	8	-0.3	15	8	17	102	2
CC(=O)Nc1ccc(C(=S)NCCCO)cc1	0	1.1	100	-1	-0.2	6	-4	-7	104	2
CCOC(=O)C1CCN(Cc2ccccc2C)CC1	2	1	102	-2	-0.4	5	13	0	104	1
N=C1c2ccccc2CN1NC(=O)CC12CC3CC(CC(C3)C1)C2	-3	1.1	102	-2	-0.2	0	6	-7	101	0
Cc1oc2c(C)c(O)ccc2c(=O)c1-c1ccc2ccccc2n1	9	0.9	98	2	-0.4	20	2	5	102	-3
COC(=O)Nc1ccc(S(=O)(=O)Nc2ccc(O)cc2)cc1	3	0.8	86	16	-0.5	3	-6	18	85	19
O=C(CSc1nnc(-c2ccncc2)n1Cc1ccccc1)Nc1nccs1	2	0.9	93	8	-0.1	11	-2	9	101	3

(listing goes on)
SMILES	TLR4 MyD88 comp	Diaphorase act	STAT1 activator	STAT1 inh	Hsp70 act	G6PDH counter	APP 5UTR inh	Diaphorase inh	STAT3 act	STAT3 inh
CC(=O)Nc1sc2c(c1C#N)CCC2	1	1	101	-3	-0.6	-2	-7	3	97	5
O=S(=O)(c1cccc(-c2nnc(-c3ccc(Br)cc3)o2)c1)N1CCCCCC1	-11	1	102	-3	-0.2	9	-3	1	103	-1
CCCN1Cc2cccc(C(=O)NC(CC(=O)OCC)c3ccc(C)cc3)c2C1=O (centres undefined)	4	1	95	5	-0.2	9	0	3	94	17
CCOC(=O)C1=C(C)N=c2s/c(=C\c3ccncc3)c(=O)n2C1c1ccc2c(c1)OCO2 (centres undefined)	-2	0.8	108	-8	0.0	-1	20	22	105	-2
Cc1nn(CC#N)c(=O)n1-c1ccc(C(C)C)cc1	9	1.1	103	-6	-0.3	3	6	-9	99	6
CC(C)(C)c1cc(CN2CCCCC2)cc(C(C)(C)C)c1O	-2	0.9	99	1	-0.3	2	8	7	96	11
Cn1cnnc1-c1cccc(NS(=O)(=O)c2ccc(N3CCCC3=O)cc2)c1	-9	0.9	96	5	-0.2	-1	2	14	99	4
COc1ccc(/C(C)=N/NC(=O)c2ccccc2OCc2ccccc2)c(OC)c1	11	0.8	120	-21	-0.5	-6	-75	22	111	-10
COc1cc(-c2nc3n(n2)C(c2cccc(OC)c2OC)C2=C(CCCC2=O)N3)cc(OC)c1OC (centres undefined)	9	0.9	95	6	-0.2	7	-11	5	102	1
CCOc1ccc(C2CC(c3cccc(OC)c3)Nc3ncnn32)cc1 (centres undefined)	.	0.8	.	.	.	9	3	19	.	.
O=C(CN1CCN(Cc2ccc(Cl)cc2)C1=O)NCCN1CCCC1	-8	0.9	88	13	-0.2	14	-26	15	100	0
Cc1nn(-c2ccccc2)c(N2CCCC2)c1/C=N/NC(=O)c1cccc(S(=O)(=O)Nc2ccc(Cl)cc2)c1	6	0.9	98	2	-0.2	-28	1	15	99	1
O=C(c1cnccn1)N(c1ccccc1)C1(C(=O)NC2CCCC2)CCCCC1	-3	1	109	-5	-0.3	11	-1	5	106	-7
CN(Cc1nc2c(s1)CCCC2)C(=O)CCc1nnc(-c2ccccc2)o1	-5	0.9	114	-18	0.4	12	-33	10	107	-2
CC(C)Cn1c(N)c(C(=O)CSc2cc(Cl)ccc2Cl)c(=O)n(C)c1=O	-10	0.9	100	0	-0.3	8	-11	15	98	6
CC(C)Sc1nc(N)nc(-c2cccs2)c1C#N	-4	0.6	134*	-37	0.1	-21	.	38	100	5
O=C(CSc1ccc(-c2ccc(F)cc2)nn1)NCC1CCCO1 (centres undefined)	2	1	98	0	0.1	9	8	-3	107	-2

5 entries out of the list, arranged by length of the SMILES, high to low.
SMILES	TLR4 MyD88 comp	Diaphorase act	STAT1 activator	STAT1 inh	Hsp70 act	G6PDH counter	APP 5UTR inh	Diaphorase inh	STAT3 act	STAT3 inh
Cc1nn(-c2ccccc2)c(N2CCCC2)c1/C=N/NC(=O)c1cccc(S(=O)(=O)Nc2ccc(Cl)cc2)c1	6	0.9	98	2	-0.2	-28	1	15	99	1
CCOC(=O)C1=C(C)N=c2s/c(=C\c3ccncc3)c(=O)n2C1c1ccc2c(c1)OCO2 (centres undefined)	-2	0.8	108	-8	0.0	-1	20	22	105	-2
COc1ccc(/C(C)=N/NC(=O)c2ccccc2OCc2ccccc2)c(OC)c1	11	0.8	120	-21	-0.5	-6	-75	22	111	-10
CN(Cc1nc2c(s1)CCCC2)C(=O)CCc1nnc(-c2ccccc2)o1	-5	0.9	114	-18	0.4	12	-33	10	107	-2
O=C(CN1CCN(Cc2ccc(Cl)cc2)C1=O)NCCN1CCCC1	-8	0.9	88	13	-0.2	14	-26	15	100	0

Source: PubChem (several laboratories)
